PrPC TRFRET: cell surface PrPC inhibition, primary TR-FRET screen; P04156; TR-FRET read-out; inhibition, % at 13.8 µM; 0.43% of 370,000 active; AID 720596; in the data active = inhibition above about 24%; also: 0% = median of the test wells and 100% = reference compound wells
Mtb FBA inh: Mtb fructose-bisphosphate aldolase inhibition; inhibition, % at 1 µM; AID 588726; P9WQA3; purified M. tuberculosis FBA, fluorescence read-out; 2.3% of 360,000 active; in the data active = inhibition above about 27%;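 also: 0% = vehicle and 100% = reference inhibitor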
Target sequence (P9WQA3 whole entry, looked up): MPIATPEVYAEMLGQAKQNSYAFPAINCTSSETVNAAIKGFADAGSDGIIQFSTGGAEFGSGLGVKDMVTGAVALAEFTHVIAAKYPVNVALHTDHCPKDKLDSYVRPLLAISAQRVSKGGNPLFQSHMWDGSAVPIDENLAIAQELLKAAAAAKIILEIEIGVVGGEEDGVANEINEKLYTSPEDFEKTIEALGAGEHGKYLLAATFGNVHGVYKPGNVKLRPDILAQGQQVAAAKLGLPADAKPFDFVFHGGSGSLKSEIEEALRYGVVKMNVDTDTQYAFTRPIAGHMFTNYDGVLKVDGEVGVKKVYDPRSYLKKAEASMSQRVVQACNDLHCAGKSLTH
MazF activator: MazEF (E. coli) toxin RNase activation | P0AE70 | AID 504720 | FAM/BHQ RNA-DNA oligo cleavage fluorescence, 5 h | activation, % at 20 µM | 0.32% of 350,000 active; in the data active = activation above about 50%
Target sequence (P0AE70 whole entry, looked up): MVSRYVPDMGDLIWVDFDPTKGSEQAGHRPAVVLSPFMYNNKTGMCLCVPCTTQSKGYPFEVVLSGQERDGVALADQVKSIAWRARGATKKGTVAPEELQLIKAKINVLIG
FadD28 binding: blocks FadD28 binding to the bisubstrate probe; AID 588549; inhibition, % at 12.5 µM; 0.22% of 360,000 active; fluorescence polarization; in the data active = inhibition above about 8.5%, passing the limit was not always enough; inconclusive = no clear call, values can overlap the other calls
BoNT F protease: inhibitors of Botulinum neurotoxin F light chain protease; Multiplex microsphere protease cleavage assay, flow cytometry; inhibition, % at 10 µM; 0.22% of 360,000 active; AID 588497; in the data active = inhibition above about 35%, passing the limit was not always enough; inconclusive = no clear call, values can overlap the other calls; also: plate controls were buffer without enzyme for full effect and enzyme alone for no effect
Rv3671c protease: Rv3671c (M. tuberculosis) protease inhibition; inhibition, % at 5.96 µM; 0.048% of 320,000 active; in the data active = inhibition above about 38%;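 also: extracellular domain of Rv3671c used as enzyme; 0% = enzyme with DMSO and 100% = no enzyme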
GDH-TPI counter: GDH-TPI coupled enzyme inhibition counter-screen; GDH-TPI coupled enzyme counterscreen, NADH absorbance; inhibition, % at 4.8 µM; 1.2% of 360,000 active; AID 588335; in the data active = inhibition above about 30%;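 also: 0% = DMSO wells and 100% = wells lacking the enzyme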
UGM FP inh: inhibitors of M. tuberculosis UDP-galactopyranose mutase; 0.06% of 320,000 active; inhibition, % at 10 µM; P9WIQ1; purified UGM, fluorescence polarization probe displacement; in the data active = inhibition above about 10%, passing the limit was not always enough; inconclusive = no clear call, values can overlap the other calls
Target sequence (P9WIQ1 whole entry, looked up): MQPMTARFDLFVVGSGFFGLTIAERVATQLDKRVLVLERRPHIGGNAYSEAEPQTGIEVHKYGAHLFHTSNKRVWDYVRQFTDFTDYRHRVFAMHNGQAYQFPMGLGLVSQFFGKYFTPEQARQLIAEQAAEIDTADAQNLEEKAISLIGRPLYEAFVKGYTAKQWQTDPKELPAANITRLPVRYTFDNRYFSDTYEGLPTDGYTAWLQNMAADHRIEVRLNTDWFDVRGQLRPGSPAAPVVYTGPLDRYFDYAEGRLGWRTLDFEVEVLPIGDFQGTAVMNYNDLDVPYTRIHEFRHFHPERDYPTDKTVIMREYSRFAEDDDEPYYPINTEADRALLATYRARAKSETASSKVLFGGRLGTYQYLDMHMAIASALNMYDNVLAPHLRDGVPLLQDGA
Mtb BioA inh: inhibitors of Mycobacterium tuberculosis BioA enzyme. purified M. tuberculosis BioA enzyme, plate reader. inhibition, % at 9.99 µM. 0.096% of 360,000 active. AID 602481; in the data active = inhibition above about 40%; inconclusive = no clear call, values can overlap the other calls
Starred values were filed as active, the others as inactive; ? = inconclusive; . = no result given.

SMILES	PrPC TRFRET	Mtb FBA inh	MazF activator	FadD28 binding	BoNT F protease	Rv3671c protease	GDH-TPI counter	UGM FP inh	Mtb BioA inh
O=C(CSc1nccc(=O)[nH]1)Nc1ccc(F)c(Cl)c1	1	-5	2	-2.7	0	-6	-1	1.5	-0.9
COc1ccc(S(=O)(=O)N2CCC(C(=O)NCCC(=O)NCc3ccncc3)CC2)cc1	-3	-1	0	?	3	-1	6	1.3	-1.5
COC(=O)Nc1nnc(/C=C/c2ccc(OC)cc2)s1	-7	11	4	-2.6	-10	8	28	-2.5	.
COc1cc2oc3ccccc3c2cc1N(CC(=O)N(C)C)S(=O)(=O)c1ccc(C)cc1	3	-2	10	-0.7	-12	0	-2	-0.1	1.3
COc1ccc(CC(=O)NCc2ccccc2Cl)cc1S(=O)(=O)N1CCOCC1	-2	0	-3	-0.4	-1	7	4	-2.2	0.0
COc1ccc(NC(=O)Cc2nnc(SCC(=O)c3ccc(F)cc3)n2C)cc1	-2	-2	5	-2.2	-6	-4	1	1.4	-1.8
CCCCCOC(=O)c1cc(=O)[nH]c2ccccc12	1	6	11	-0.7	-13	-3	9	0.3	-3.2
CC(C)N1CCN(Cc2cccc(-n3cccn3)c2)CC1CCO (stereo not given)	3	-3	0	-3.0	-5	3	3	-2.2	-1.6
c1cc(CCCc2ccncc2)ccn1	0	-3	-4	-1.3	13	1	-9	1.8	3.9
Cc1cccc(/C=N\NC(=O)c2csnn2)c1	3	2	-1	0.0	-7	1	14	-2.6	3.1
CCOC(=O)N1CCN(C(=O)c2c(-c3c(Cl)cccc3Cl)noc2C)CC1	-2	-2	3	0.1	-5	-1	2	-0.5	1.0
CCCCn1c(=S)[nH]c2cc(S(=O)(=O)N3CCCCC3)ccc21	4	0	11	-1.0	-10	-12	11	1.6	1.2
Cc1nnc(SCc2ccccc2C#N)n1-c1ccccc1	-8	0	0	-2.2	-12	-2	-1	-1.2	0.0
O=C(CSc1ncccn1)NCc1ccc2c(c1)OCO2	4	-1	2	1.0	-7	-10	1	-0.3	12
CCCS(=O)(=O)N1CCN(Cc2ccco2)CC1	0	6	5	-2.3	2	-1	-5	-1.3	2.6
COc1ccc(-c2noc(CCC(=O)N3CCN(c4ccc(C(F)(F)F)cc4)CC3)n2)cc1	5	0	0	-3.0	-3	.	8	.	-0.4
Cc1cccc(CC(Cc2nc3ccccc3[nH]2)c2nc3ccccc3[nH]2)c1 (stereo not given)	15	2	-1	-12	-3	-21	-4	-1.2	.
Cc1c(NS(=O)(=O)c2ccc(N=NN(C)C)cc2)c(=O)n(-c2ccccc2)n1C	7	0	3	-2.8	-10	-11	17	0.1	1.4
COc1ccc(C(=O)NCCc2nnc(SCC(=O)Nc3ccc(Br)cc3)n2C)cc1	8	-1	-9	-3.2	0	-3	-1	5.4	-0.8
C[C@H](C(=O)NCc1ccccc1)C(=O)c1ccccc1	-2	2	2	-1.6	.	0	9	-1.3	0.7
CC(=O)Nc1cccc2c1OCCO2	3	3	3	-2.8	-2	-2	-11	-1.3	0.3
Cc1ccccc1OCC(=O)Nc1ccccc1N1CCOCC1	9	1	-2	0.3	-5	-16	3	-1.1	-0.7
CN1CCN(CC#CCn2c3ccccc3c3ccccc32)CC1	-1	1	6	-2.0	-11	3	-4	-0.1	.
Cc1ccc(NC(=O)CC2SC(=Nc3ccc(O)cc3)NC2=O)cc1 (stereo not given)	12	4	2	-1.0	-11	6	6	0.3	.
COc1ccc(OCC(=O)Nc2ccccc2N2CCN(C)CC2)cc1	-4	1	1	-1.7	-9	-3	9	3.2	1.0
COc1ccccc1N/C(N)=N/c1nc(C)cc(C)n1	7	-2	0	-2.1	-1	11	4	3.5	.
COc1ccc(N(CC(=O)N/N=C/c2ccc3c(c2)OCO3)S(=O)(=O)c2ccc(NC(C)=O)cc2)cc1	-5	1	0	-8.1	-2	-16	1	-0.1	.
COC(=O)C(NC(=O)CCc1nnc2ccc(N3CCC(C)CC3)nn12)C(C)C (stereo not given)	9	-2	12	-3.9	9	-3	3	-3.5	4.6
COc1cc(OC)c(C(=O)OCC(=O)c2cc(C)n(CC3CCCO3)c2C)cc1OC (stereo not given)	3	0	3	0.0	-3	2	16	0.9	-2.0
CC(=O)Nc1ccc(NC(=O)C(C)OC(=O)CC23CC4CC(CC(Br)(C4)C2)C3)cc1 (stereo not given)	3	0	0	-1.4	-3	-7	8	0.1	4.7
NC(=O)c1sc2nc3c(cc2c1N)CCC3	-14	2	-4	-1.8	-1	-17	7	-1.5	.
CN(c1ccccc1)c1nc(N)c([N+](=O)[O-])c(N2CCCC2)n1	-9	-1	5	.	2	5	11	1.4	2.7
COc1ccc(NC(=O)CN(C)C(=O)CCc2c[nH]c3ccccc23)cc1	-4	2	12	2.9	2	-3	-2	-2.2	3.6
CCN(CC)CCNC(=O)c1cc(Sc2nnc(C)s2)nc2ccccc12	-7	-3	9	0.3	-6	5	19	-1.6	1.1
CCOC(=O)c1cc(C(C)=O)c(=O)[nH]c1C	-5	1	4	-2.7	-1	12	1	-0.5	-1.1
Cc1ccc(C(c2c(NC(=O)c3ccco3)sc(C)c2C)N2CCOCC2)cc1 (stereo not given)	5	4	-11	0.8	0	.	8	.	-2.1
Cn1c(=O)cc(OCCCC(=O)NCc2ccccn2)c2ccccc21	6	-1	-1	0.0	5	-2	4	-0.7	0.9
Cc1ccc(Cn2c(=O)n(CCC(=O)NCc3ccc4c(c3)OCO4)c(=O)c3ccccc32)cc1	-1	-2	-3	-3.5	4	-14	5	1.8	-1.3
COc1ccccc1-n1c2c(cc(C(=O)N3CCC(C)CC3)c1=O)C(=O)CC(C)(C)C2	5	3	0	0.9	-9	2	11	-0.2	-2.1
COc1ccccc1CNC(=O)C1CC(=O)N(c2ccc(C)c(C)c2)C1 (stereo not given)	1	3	3	0.3	5	0	12	-0.1	-0.1
O=C1NC(=O)C2C3OC(C(Br)C3Br)C12 (stereo not given)	3	0	5	-0.1	-2	.	5	.	-3.2
CCN(c1ccccc1)S(=O)(=O)c1cccc(C(=O)NCC2(N(C)C)CCCCC2)c1	0	-3	-2	-4.1	-10	8	-9	0.1	-1.4
CCCn1c(=O)c(C(=O)Nc2cccc(C)c2)c(O)c2ccccc21	-7	1	6	0.6	-8	.	5	0.6	0.2
COc1ccc(C(=O)NCCCNC(=O)c2cnccn2)cc1	-4	1	11	1.4	-10	0	-3	1.6	0.0
O=C(c1ccc(CSCc2ccccc2F)o1)N1CCN(c2ccc(N3CCOCC3)nn2)CC1	-7	12	0	-1.3	-5	3	-3	-0.4	6.6
Cc1ccc(NC(=O)c2ncn(CCCNCCN3CCOCC3)n2)cc1C	-5	-2	-2	-1.9	-6	.	6	.	3.3
O=C(CCCN1C(=O)C2CC=CCC2C1=O)Nc1ccccc1F (stereo not given)	6	1	8	.	7	-3	-2	1.4	1.1
N#Cc1c2c(c(Nc3ccc(O)cc3)n3c1nc1ccccc13)CCC2	-16	1	11	-3.8	0	6	5	5.3	0.2
O=C(CCN1C(=O)/C(=C/c2cccs2)SC1=S)Nc1ccc(O)cc1	3	-5	31	.	4	-35	3	6.0	-1.5
COc1ccc(N2CCN(C(=O)[C@H](C)N3C(=O)C4CC=CCC4C3=O)CC2)cc1 (stereo not given in full)	5	3	5	-2.9	-1	6	3	-0.2	.
CCOC(=O)C1=C(N)OC2=C(C(=O)CCC2)C1c1cccnc1 (stereo not given)	-1	0	-11	-1.2	-10	7	-3	0.8	1.4
COc1cc(-c2nc3ccccc3nc2-c2ccc(O)c(OC)c2)ccc1O	-24	-2	-5	-1.9	20	-1	9	-1.0	51*
COc1ccc(S(=O)(=O)N2CCN(C(=O)c3cccc(S(=O)(=O)N4CCCC4)c3)CC2)cc1	6	4	-11	-1.8	-4	.	10	.	-0.8
CC(C)NC(=O)CSc1nc2ccccc2c(=O)n1CCCOC(C)C	0	2	3	-1.2	-8	-4	4	-1.0	-0.6
COC(=O)c1cc2sccc2n1Cc1nc(-c2cccc(Cl)c2)oc1C	3	2	-10	-3.7	-9	4	7	-1.2	2.3
O=C(NCc1ccco1)C12CC3CC(C1)CC(C(=O)NCc1ccco1)(C3)C2	-2	2	2	-1.3	?	-9	4	2.3	0.8
N#Cc1c(-c2ccccc2)nc(-c2ccccc2)nc1N1CCOCC1	-2	2	0	-1.0	5	5	-2	-0.8	1.4
COc1ccc(/C=C(\NC(=O)c2ccccc2)C(=O)N2CCN(C)CC2)cc1OC	-5	-4	8	-3.8	26	-1	1	-0.2	-0.7
Cc1cccc(-c2sc(Nc3ccccc3)n[n+]2-c2ccc(F)cc2)c1	-1	-1	10	-0.3	-24	-2	8	-1.3	-1.6
COc1ccccc1C1=NOC(Cn2c(=O)c3c(ncn3C)n(C)c2=O)C1 (stereo not given)	-5	2	1	-0.7	.	-9	11	0.0	-3.0

Another view of four compounds above.
COC(=O)c1cc2sccc2n1Cc1nc(-c2cccc(Cl)c2)oc1C
  PrPC TRFRET: 3	Mtb FBA inh: 2	MazF activator: -10	FadD28 binding: -3.7	BoNT F protease: -9	Rv3671c protease: 4	GDH-TPI counter: 7	UGM FP inh: -1.2	Mtb BioA inh: 2.3

CCCn1c(=O)c(C(=O)Nc2cccc(C)c2)c(O)c2ccccc21
  PrPC TRFRET: -7	Mtb FBA inh: 1	MazF activator: 6	FadD28 binding: 0.6	BoNT F protease: -8	Rv3671c protease: .	GDH-TPI counter: 5	UGM FP inh: 0.6	Mtb BioA inh: 0.2

Cc1cccc(-c2sc(Nc3ccccc3)n[n+]2-c2ccc(F)cc2)c1
  PrPC TRFRET: -1	Mtb FBA inh: -1	MazF activator: 10	FadD28 binding: -0.3	BoNT F protease: -24	Rv3671c protease: -2	GDH-TPI counter: 8	UGM FP inh: -1.3	Mtb BioA inh: -1.6

N#Cc1c2c(c(Nc3ccc(O)cc3)n3c1nc1ccccc13)CCC2
  PrPC TRFRET: -16	Mtb FBA inh: 1	MazF activator: 11	FadD28 binding: -3.8	BoNT F protease: 0	Rv3671c protease: 6	GDH-TPI counter: 5	UGM FP inh: 5.3	Mtb BioA inh: 0.2

(continued)
SMILES	PrPC TRFRET	Mtb FBA inh	MazF activator	FadD28 binding	BoNT F protease	Rv3671c protease	GDH-TPI counter	UGM FP inh	Mtb BioA inh
Cc1ccc(C2(C)NC(=O)N(CC(=O)Nc3ccccc3N3CCCCC3)C2=O)cc1 (stereo not given)	5	4	4	-1.0	-6	6	-8	-4.3	1.8
O=Cc1c(C(=O)O)n(CC(=O)O)c2ccccc12	-1	6	3	-2.6	-6	4	7	-0.8	0.1
Cc1ccc2[nH]c(-c3ccccc3)c(CN(C)C)c(=O)c2c1	-1	2	5	-3.8	7	-1	11	-0.7	3.1
O=C(c1cccc(Cl)c1)N1CCN(Cc2ccc3c(c2)OCO3)CC1	-3	2	3	-2.4	-2	3	-6	1.3	5.7
CC(=O)Nc1ccc(OCC(O)Cn2cncn2)cc1 (stereo not given)	2	4	8	-1.0	-1	1	7	-0.9	-0.2
CCN(CC)CCn1c(C)nc2ccccc21	8	1	4	-1.3	-1	0	7	2.2	-2.3
N#C/C(=C\C=C\c1ccccc1)C(=O)NCc1cccnc1	-4	-3	2	1.2	0	0	31*	2.1	.
O=C(O)c1ccccc1O	4	46*	5	-0.4	-2	9	12	2.2	0.9
N#Cc1c2ncn(CC(=O)c3ccc(Br)cc3)c(=O)c2c2n1CCC2	2	5	-19	-2.2	1	8	16	1.0	-1.5
O=C(CN1C(=O)NC2(CCCC2)C1=O)Nc1nc2ccc(F)cc2s1	4	0	5	-1.5	6	9	3	-1.2	1.0
CN(C)C(=O)CSc1nc2ccccc2n1CC(=O)N1CCN(c2ccccc2)CC1	-2	0	-4	0.2	4	-5	0	-1.9	-3.7
Cc1ccc(NCc2ccncc2)c(Br)c1	5	1	-1	-0.6	3	0	0	1.9	1.5
Cc1ccc(/C=N/NC(=O)CN2CCN(Cc3ccccc3)CC2)o1	-3	-3	1	-2.5	?	4	6	0.6	.
COC(=O)c1ccc2c(=O)n(CCN3CCOCC3)c(SCC(=O)c3ccccc3)nc2c1	3	4	5	-2.4	3	9	18	1.0	.
CCC(C)(C)n1nnnc1CN1CCc2ccccc21	-2	-2	6	-1.8	-9	1	4	0.4	-1.1

Source: PubChem BioAssay
